High-throughput results as filed in PubChem.
GDH-TPI counter = inhibits GDH-TPI coupling enzymes, artifact for Mtb FBA screen; GDH-TPI coupled enzyme counterscreen, NADH absorbance; inhibition, % at 4.8 µM; actives 1.2% (n = 360,000); AID 588335;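 further: 0% = DMSO wells and 100% = wells lacking the enzyme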
BoNT-F LC inh = inhibitors of Botulinum neurotoxin F light chain protease; Multiplex microsphere protease cleavage assay, flow cytometry; inhibition, % at 10 µM; actives 0.22% (n = 360,000); AID 588497; in the data active means inhibition above about 35%, passing the limit was not always enough; inconclusive means no clear call, values can overlap the other calls; further: plate controls were buffer without enzyme for full effect and enzyme alone for no effect
Mtb BioA inh = blocks M. tuberculosis BioA enzyme activity. purified M. tuberculosis BioA enzyme, plate reader. inhibition, % at 9.99 µM. actives 0.096% (n = 360,000). AID 602481; in the data active means inhibition above about 40%; inconclusive means no clear call, values can overlap the other calls
Mtb UGM inh = Mtb UDP-galactopyranose mutase inhibition | P9WIQ1 | purified UGM, fluorescence polarization probe displacement | actives 0.06% (n = 320,000) | AID 504406 | inhibition, % at 10 µM; in the data active means inhibition above about 10%, passing the limit was not always enough; inconclusive means no clear call, values can overlap the other calls
Target sequence (P9WIQ1 whole entry, looked up): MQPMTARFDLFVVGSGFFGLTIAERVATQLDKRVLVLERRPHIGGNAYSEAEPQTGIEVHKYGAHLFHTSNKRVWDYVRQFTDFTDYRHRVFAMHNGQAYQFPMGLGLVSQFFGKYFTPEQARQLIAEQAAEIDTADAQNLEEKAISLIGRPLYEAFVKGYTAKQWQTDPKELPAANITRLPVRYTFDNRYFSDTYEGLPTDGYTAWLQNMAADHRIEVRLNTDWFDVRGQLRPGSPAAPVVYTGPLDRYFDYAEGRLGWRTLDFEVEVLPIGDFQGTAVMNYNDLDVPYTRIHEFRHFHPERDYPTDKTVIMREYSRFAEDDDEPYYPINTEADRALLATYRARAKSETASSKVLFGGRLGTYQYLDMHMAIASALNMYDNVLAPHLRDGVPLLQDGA
BoNT-A LC inh2 = inhibitors of Botulinum neurotoxin A light chain protease; multiplex microsphere protease substrate cleavage, flow cytometry; inhibition, % at 10 µM; actives 0.17% (n = 360,000); AID 588499; in the data active means inhibition above about 30%; inconclusive means no clear call, values can overlap the other calls; further: plate controls were buffer without enzyme for full effect and enzyme alone for no effect
PrPC TRFRET = cell surface PrPC inhibition, primary TR-FRET screen | TR-FRET read-out | inhibition, % at 13.8 µM | actives 0.43% (n = 370,000); in the data active means inhibition above about 24%; further: 0% = median of the test wells and 100% = reference compound wells
Mtb FBA inh = Mtb fructose-bisphosphate aldolase inhibition | actives 2.3% (n = 360,000) | inhibition, % at 1 µM | AID 588726 | purified M. tuberculosis FBA, fluorescence read-out; in the data active means inhibition above about 27%;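 further: 0% = vehicle and 100% = reference inhibitor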
Target sequence (P9WQA3 whole entry, looked up): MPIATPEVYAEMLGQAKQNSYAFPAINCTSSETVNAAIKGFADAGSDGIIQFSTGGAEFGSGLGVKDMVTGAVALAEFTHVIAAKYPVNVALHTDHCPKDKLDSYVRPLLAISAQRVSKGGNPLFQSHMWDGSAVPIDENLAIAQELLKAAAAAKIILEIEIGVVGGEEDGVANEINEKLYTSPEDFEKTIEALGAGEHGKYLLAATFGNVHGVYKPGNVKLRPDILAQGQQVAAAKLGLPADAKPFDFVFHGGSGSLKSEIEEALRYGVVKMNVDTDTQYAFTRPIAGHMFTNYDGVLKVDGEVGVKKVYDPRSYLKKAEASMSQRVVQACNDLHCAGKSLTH
FadD28 FP inh = blocks FadD28 binding to the bisubstrate probe; actives 0.22% (n = 360,000); fluorescence polarization; inhibition, % at 12.5 µM; in the data active means inhibition above about 8.5%, passing the limit was not always enough; inconclusive means no clear call, values can overlap the other calls
CCHFV vOTU inh = CCHFV vOTU protease inhibition | Pep-AMC fluorescence | inhibition, % at 11.5 µM | actives 0.55% (n = 370,000) | AID 651958; further: 0% = vehicle wells with enzyme and 100% = no enzyme wells
Active calls of the source: *; u = inconclusive; x = not tested or not shown. Unless noted, no stated cut-off is given here; in the data, active means inhibition above about 30%; inactive means the rest.

SMILES	GDH-TPI counter	BoNT-F LC inh	Mtb BioA inh	Mtb UGM inh	BoNT-A LC inh2	PrPC TRFRET	Mtb FBA inh	FadD28 FP inh	CCHFV vOTU inh
CCC(C)c1ccc(NC(=S)NCCn2cc(Br)cn2)cc1 (stereo not drawn)	-13	-4	2.2	0.2	-1.3	0	-3	-4.8	10
c1csc(C(c2nnnn2C2CCCC2)N2CCOCC2)c1 (stereo not drawn)	4	4	-2.3	-2.4	-0.6	1	3	-2.7	1
CCC(=O)N/C(N)=N/c1nc(C)c2cc(OC)ccc2n1	6	-10	-0.1	-2.4	-0.6	-4	40*	-3.2	-37
Cc1ccc2c(c1)cc(CN(CCc1ccccc1)C(=O)N1CCOCC1)c1nnnn12	-7	3	-0.9	-0.1	0.3	-1	3	-1.1	-15
O=C(NC(NC(=O)c1ccccc1)C(=O)c1ccccc1)c1ccccc1	4	3	-1.2	-1.4	0.1	-5	1	-2.7	1
FC(F)(F)c1ccc(C2Nc3cccc4cccc(c34)N2)cc1	5	-22	x	x	-1.1	3	-2	-2.2	4
COC(=O)c1cc(NC(=O)c2c(F)c(F)c(F)c(F)c2F)cc(C(=O)OC)c1	6	2	x	0.6	0.3	-4	1	-5.1	10
N#Cc1ccc(/C=C2\CCn3c2nc2cc(C(=O)O)ccc2c3=O)cc1	0	-1	3.6	-2.6	-1.1	-9	16	-7.4	-30
CN1C(C)(C)CC(NC(=O)CCC(=O)NC2CC(C)(C)N(C)C(C)(C)C2)CC1(C)C	4	2	x	-0.6	0.2	-6	12	-0.5	4
CC1CCN(C(=O)c2nc[nH]c2C(=O)OCCNC(=O)OC(C)(C)C)CC1	10	11	-1.0	2.4	-0.1	5	6	-0.6	-6
COc1cc(C#N)ccc1OC(=O)C1CCN(C(=O)c2ccc(F)cc2)CC1	13	0	x	5.0	-2.4	6	1	-2.2	2
CC(C)c1ccc(NC2CCCN(C(=O)CCN3CCCCC3=O)C2)cc1 (stereo not drawn)	3	3	-0.8	2.0	0.6	0	2	1.6	2
Cc1cccc(-c2noc(-c3ccno3)n2)c1	8	-8	x	0.4	0.1	-3	7	0.1	-12
Nc1nc(SCC(=O)Nc2ccc(Br)cc2F)n[nH]1	-4	-10	-1.1	-2.0	0.0	10	-3	-4.5	9
CCCCCCCCNc1ncnc2ccccc12	-7	-8	8.2	0.8	-0.5	x	-1	-4.5	x
Cc1ccc(S(=O)(=O)NCCSC(C)(C)C)cc1	12	u	0.9	0.1	u	5	-4	-1.5	-7
Cc1cc(NC(=O)CSc2nnnn2C2CCCC2)no1	4	2	1.0	0.1	0.5	9	-3	-4.6	-11
COc1ccc(C2=CSC3=NCCN23)cc1[N+](=O)[O-]	9	8	-4.9	0.5	1.8	-27	1	0.7	6
COc1ccc(S(=O)(=O)Nc2cccc(-n3cnnn3)c2)cc1	6	-4	-0.5	-0.4	-1.4	6	-1	0.6	-3
CC(=O)Nc1nnc(SCC(=O)N2CCN(Cc3ccccc3)CC2)s1	-3	8	5.2	-1.3	-0.4	0	0	-0.1	5
COc1ccccc1C(=O)N1C(CC(=O)Nc2ccc(C)c(C)c2)C(=O)NC2CCCCC21 (stereo not drawn)	-3	-3	2.5	-0.8	1.3	3	0	-1.0	1
Cc1occc1C(=O)Nc1cc(S(=O)(=O)N2CCOCC2)ccc1OC(C)C	13	-11	-7.8	1.3	-0.5	0	7	-1.1	6
N#Cc1ccc(OCC(=O)Nc2nc(-c3ccncc3)cs2)cc1	-6	x	-2.2	-2.9	x	5	3	-1.1	-3
Cc1c(Cl)cnc(NC(=O)COC(=O)C2CC3CCCC(C2)C3=O)c1Cl (stereo not drawn)	3	u	-1.0	0.5	0.1	1	-2	-3.6	-8

Sorted by length of the SMILES (largest number first): 6 of the compounds above
SMILES	GDH-TPI counter	BoNT-F LC inh	Mtb BioA inh	Mtb UGM inh	BoNT-A LC inh2	PrPC TRFRET	Mtb FBA inh	FadD28 FP inh	CCHFV vOTU inh
Cc1c(Cl)cnc(NC(=O)COC(=O)C2CC3CCCC(C2)C3=O)c1Cl (stereo not drawn)	3	u	-1.0	0.5	0.1	1	-2	-3.6	-8
CC(=O)Nc1nnc(SCC(=O)N2CCN(Cc3ccccc3)CC2)s1	-3	8	5.2	-1.3	-0.4	0	0	-0.1	5
COc1ccc(S(=O)(=O)Nc2cccc(-n3cnnn3)c2)cc1	6	-4	-0.5	-0.4	-1.4	6	-1	0.6	-3
N#Cc1ccc(OCC(=O)Nc2nc(-c3ccncc3)cs2)cc1	-6	x	-2.2	-2.9	x	5	3	-1.1	-3
COc1ccc(C2=CSC3=NCCN23)cc1[N+](=O)[O-]	9	8	-4.9	0.5	1.8	-27	1	0.7	6
Cc1cc(NC(=O)CSc2nnnn2C2CCCC2)no1	4	2	1.0	0.1	0.5	9	-3	-4.6	-11

New compounds follow.
SMILES	GDH-TPI counter	BoNT-F LC inh	Mtb BioA inh	Mtb UGM inh	BoNT-A LC inh2	PrPC TRFRET	Mtb FBA inh	FadD28 FP inh	CCHFV vOTU inh
Cc1ccc(C(=O)N/N=C/c2ccc(-c3ccccc3[N+](=O)[O-])o2)cn1	24	5	x	5.0	0.3	-10	2	-3.9	29
Cc1ccc(NC(=O)c2ncn(CCCNCC(C)c3ccccc3)n2)cc1C (stereo not drawn)	-3	-10	0.5	x	0.0	-15	-3	-4.7	6
COc1ccc(S(=O)(=O)Nc2cc(Cl)ccc2-n2cncn2)cc1	3	1	0.1	1.3	0.2	8	0	-0.5	1
CNc1ncnc2c1ncn2[C@H]1CN(C2CCCC2)C[C@@H](CO)O1	5	1	-0.3	x	-0.5	3	1	-1.2	-7
CC(C)(C)c1ccc(S(=O)(=O)NCC(=O)Nc2sc3c(c2C(N)=O)CCCC3)cc1	4	-4	-0.6	-1.2	-0.4	2	2	-2.5	-1
CC(C)CC1C2C(=O)N(c3ccccc3)C(=O)C2ON1c1ccccc1 (stereo not drawn)	2	u	0.0	-0.3	-18	-5	-4	-1.2	13
COc1ccc(C(=S)N2CCN(C)CC2)cc1Br	6	5	1.3	1.5	-0.5	-5	-1	-2.1	-1
COc1ccc(C(=O)CC(C#N)c2ccc3c(c2)OCO3)cc1OC (stereo not drawn)	9	1	0.2	x	0.0	7	3	-0.1	10
COc1ccc(CCNC(=O)CSc2nnnn2-c2ccccc2OC)cc1OC	5	2	0.4	1.2	-0.8	-1	6	-1.8	2
Cc1ccccc1C(=O)Oc1ccc(Cl)cc1C(=S)N1CCOCC1	5	-7	-0.5	0.3	-0.5	3	7	-4.3	18
Cc1ccnc(NC(=O)CSc2ccc3c(c2)OCCO3)c1	-9	-1	-0.9	-0.6	-0.6	-2	-1	-0.3	-1
Cc1cnn(CCC(=O)NNC(=S)Nc2ccccc2)c1	-7	-1	x	0.2	-0.8	3	-2	-2.2	20
COc1ccc(C(=O)N2CCOC2CNC(=O)C(=O)NCCc2ccc(OC)c(OC)c2)cc1 (stereo not drawn)	8	-2	-1.3	1.1	0.7	0	-1	-1.0	-2
Fc1ccccc1NC(=S)Nc1ccc(Br)cc1	6	-17	x	2.6	-1.0	7	1	-1.7	-6
CN(C)C(=O)c1cc(C(=O)c2ccc(F)cc2Cl)c[nH]1	8	0	-0.9	0.8	-2.9	9	2	-1.6	-11
COc1ccccc1C(CC(=O)O)c1ccc2c(c1)OCO2 (stereo not drawn)	0	6	15	-0.5	-3.2	6	-6	-2.7	11
CSC1=NCCN1C(=O)C(C)Oc1ccccc1 (stereo not drawn)	-5	-4	0.9	-0.3	0.1	-1	4	-1.6	-2
COc1ccc(NC(=O)C2(C)Cc3c(-c4cccc(NC(C)=O)c4)ccnc3O2)cn1 (stereo not drawn)	1	-2	7.2	x	-0.1	7	0	-5.2	-3
CCCCCN1C(=O)c2ccccc2[C@@]2(C(=O)OCC)Cc3cc(Cl)ccc3[C@@H]12	x	0	x	x	1.5	16	x	x	18
COc1ccc(C(C(=O)NC2CCCC2)N(C(=O)c2ccco2)c2cc3c(cc2C(C)=O)OCO3)cc1OC (stereo not drawn)	6	1	-0.9	1.0	1.3	-3	2	x	11
Cc1ccc(S(=O)(=O)Nc2cccc(S(=O)(=O)N3CCCC3)c2)cc1C	-2	-11	0.8	x	-0.7	10	-1	-1.6	19
O=c1oc2ccccc2c2c1nnn2CCO	-10	8	-0.1	2.0	0.4	2	2	0.2	-6
Cc1cc(C)n2nc(C(=O)Nc3nnc(C4CC4)s3)nc2n1	11	4	-1.0	4.2	0.4	-7	2	-2.1	8
CN(C(=O)COC(=O)CNC(=O)C12CC3CC(CC(C3)C1)C2)C1CCS(=O)(=O)C1 (stereo not drawn)	7	4	0.0	0.0	0.8	4	1	-1.8	-4
Cc1onc(-c2ccccc2Cl)c1C(=O)Nc1nnc(Cc2ccc(Cl)cc2)s1	1	-8	0.7	0.6	-0.1	3	4	-9.4	8
CCN1CCN(C(CNS(=O)(=O)c2ccc(OC)c(C)c2)c2cccnc2)CC1 (stereo not drawn)	0	-3	-2.9	0.6	-1.5	-12	1	-4.0	-1
O=C([C@H](O)c1ccccc1)N1CCC[C@H]1CO	5	-1	x	-0.6	-0.2	5	2	-1.5	-11
O=[N+]([O-])c1ccc(NN=Cc2ccc(O)cc2)nc1	17	-8	-2.9	x	-0.2	-30	-6	0.7	6
CCC(=O)Nc1cccc(-c2cnc3ccccc3n2)c1	31*	u	-0.8	2.7	-3.5	-17	-1	-3.5	-3
CCOC(=O)/C(C#N)=C/c1c(N2CCN(Cc3ccc4c(c3)OCO4)CC2)nc2c(C)cccn2c1=O	7	x	-2.0	-0.8	x	-9	-2	-0.9	2
O=C(CCNS(=O)(=O)c1cccc2nsnc12)NCCC1=CCCCC1	-4	10	-0.9	2.4	-0.1	-17	-10	-2.9	-2
CCn1c(CCNC(=O)c2ccc(F)cc2)nc2ccccc21	0	-5	0.2	2.1	-0.2	0	-1	-0.5	-1
COc1ccc(OC)c(C2C(C(=O)c3cc4ccccc4o3)=C(O)C(=O)N2c2cc(C)on2)c1 (stereo not drawn)	17	0	-1.0	0.0	-0.3	7	0	u	-5
Cn1cnnc1SCC(=O)NC1CCCc2ccccc21 (stereo not drawn)	-2	0	x	1.6	0.0	16	0	0.1	-10
Cc1cc(C)c(NC(=S)NC(=O)c2c(Cl)c(C)nn2C)c([N+](=O)[O-])c1	17	6	-1.6	2.6	-0.3	1	2	-0.5	1
CC1CC(C)CN(S(=O)(=O)c2ccc3oc(=O)ccc3c2)C1 (stereo not drawn)	4	9	-0.5	-0.5	5.0	-3	0	0.4	19
CC1C(=O)NC(=O)C1c1ccccc1 (stereo not drawn)	5	4	x	-0.1	0.4	-5	0	-0.2	3
NC(=O)c1ccsc1NC(=O)c1ccc(S(=O)(=O)N2CCCc3ccccc32)cc1	-4	-9	-2.6	-0.4	-0.2	8	-1	-6.9	-2
COc1ccccc1/C=C/C(=O)OCC(=O)NC(=O)NC1CCCC1	22	-5	-0.6	-0.6	0.6	-4	8	0.1	-5
O=C1S/C(=C\c2ccc(O)c([N+](=O)[O-])c2)C(=O)N1c1ccccc1Cl	9	-5	x	0.5	-0.9	-10	-17	7.6	22
CCN(CC(=O)Nc1ccc2c(c1)OCCO2)C(=O)CSCC(=O)Nc1ccc(C)cc1	-6	-4	x	-1.3	3.0	2	1	-4.6	-1
O=C(OCn1cncn1)c1ccc(Cl)cc1Cl	0	u	0.4	-4.6	0.9	5	2	-7.1	11
CCCc1ccc(-c2c(C)sc(NC(=O)c3ccnn3C)c2C#N)cc1	17	x	-1.1	-2.6	x	4	4	-3.3	13
CCCCNC(=S)Nc1cc([N+](=O)[O-])ccc1C	7	-8	0.5	2.0	-0.9	-17	1	-1.8	-12
COc1cc(NC(=O)CSc2nnc3ccccn23)cc(OC)c1	5	x	-0.7	-2.8	x	5	6	0.4	-3
COc1ccc(CCNS(=O)(=O)c2cccs2)cc1	-3	7	-0.3	3.0	-0.2	-2	1	-1.9	0
COC(=O)c1ccc(Sc2nnnn2-c2ccccc2)c([N+](=O)[O-])c1	15	-13	3.5	-2.8	-1.3	-8	1	1.0	9
CCN1CCN(C(=O)Nc2cccc(C(F)(F)F)c2)CC1	3	-6	x	0.0	-0.7	4	2	-3.2	-7
COCCC(=O)Nc1c(-c2ccccc2)c2cc(Br)ccc2[nH]c1=O	5	-4	-0.5	-2.5	1.7	6	2	-0.8	-6

No enrichment for hits (roughly 4.8% active in at least one column).
